NALP3 yeast inh = NALP3 inhibition in yeast. inhibition, % at 10 µM. 330,000 compounds, 0.39% hits. Yeast reconstituted NLRP3/ASC/caspase-1, beta-gal luminescence, 24 h. AID 2825;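 active means inhibition of 50% or more; inactive means inhibition below 50%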;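 further: plate controls were induced DMSO wells for no effect and uninduced yeast grown without galactose for full effect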
tim10-1 inh = inhibits growth of tim10-1 mutant yeast; inhibition, % at 20 µM; 330,000 compounds, 2.2% hits; S. cerevisiae tim10-1 ts strain growth, BacTiter-Glo, 24 h;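 active means inhibition of at least 40%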;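 further: mutant grown at 25 °C; 0% = DMSO wells with yeast and 100% = wells holding no yeast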
NR3A LBD binder = NR3A (human) ligand-binding domain modulation; NR3A LBD differential scanning fluorimetry, Tm shift; 0% = protein alone, 100% = glycine-bound protein; Tm shift relative to glycine control, % at 25 µM; 340,000 compounds, 2.5% hits; AID 1259313;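 active means melting temperature shift of at least 10% of the positive control shift, at one fixed dose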
Mdm2-MdmX inh = inhibitors of human Mdm2/MdmX interaction; O15151+Q00987; SaOS-2 split-luciferase Mdm2/MdmX complementation, luminescence; inhibition, % at 8 µM; 330,000 compounds, 3% hits;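 active means inhibition of at least 50% at 8 µM in the primary screen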
Target sequence (O15151 whole entry, looked up): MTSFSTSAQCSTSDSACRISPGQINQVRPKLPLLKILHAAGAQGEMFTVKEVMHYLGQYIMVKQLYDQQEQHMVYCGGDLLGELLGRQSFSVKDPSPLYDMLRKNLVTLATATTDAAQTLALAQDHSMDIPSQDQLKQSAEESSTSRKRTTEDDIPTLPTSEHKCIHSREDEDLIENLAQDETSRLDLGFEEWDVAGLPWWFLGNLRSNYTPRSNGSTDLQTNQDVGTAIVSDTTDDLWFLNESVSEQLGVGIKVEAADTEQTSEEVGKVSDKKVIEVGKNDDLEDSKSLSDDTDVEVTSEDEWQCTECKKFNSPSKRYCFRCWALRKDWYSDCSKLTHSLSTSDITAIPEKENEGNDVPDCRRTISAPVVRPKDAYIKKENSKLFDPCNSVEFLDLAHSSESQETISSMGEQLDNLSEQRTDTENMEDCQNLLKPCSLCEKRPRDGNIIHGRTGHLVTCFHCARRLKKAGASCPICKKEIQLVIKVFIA
Target sequence (Q00987 whole entry, looked up): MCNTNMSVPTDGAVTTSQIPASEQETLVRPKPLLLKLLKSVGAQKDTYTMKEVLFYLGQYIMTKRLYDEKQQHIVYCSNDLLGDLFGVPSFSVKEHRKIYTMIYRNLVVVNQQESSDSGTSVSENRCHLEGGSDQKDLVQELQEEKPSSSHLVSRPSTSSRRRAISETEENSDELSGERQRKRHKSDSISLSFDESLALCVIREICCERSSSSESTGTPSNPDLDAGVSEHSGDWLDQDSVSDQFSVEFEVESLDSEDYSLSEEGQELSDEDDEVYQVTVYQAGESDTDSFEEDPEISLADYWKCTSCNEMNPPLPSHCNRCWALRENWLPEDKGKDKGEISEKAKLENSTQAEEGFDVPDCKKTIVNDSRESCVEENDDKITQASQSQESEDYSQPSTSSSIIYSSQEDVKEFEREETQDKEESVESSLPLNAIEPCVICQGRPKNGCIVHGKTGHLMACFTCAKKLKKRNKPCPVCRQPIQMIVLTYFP
UPR CHOP act = apoptotic UPR (CHOP) activation | CHO-CHOP luciferase reporter, luminescence; percent of tunicamycin response over DMSO baseline | activation, % at 10 µM | 330,000 compounds, 0.34% hits | AID 449763;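 active means at 10 µM dose, activation of 40% or more, normalized to positive control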;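 further: 100% = tunicamycin at 10 µg/mL and 0% = DMSO alone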
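System: CHO-CHOP luciferase reporter cell line | Buffer or medium: F12 medium containing 10% fetal bovine serum | Doses: One dose, 10 µM in 0.5% DMSO | Times: 6 h compound exposure at 37 °C after overnight seeding | Signal: Luciferase luminescence | Read-out: % activation vs tunicamycin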
tim23-1 inh = inhibits growth of tim23-1 mutant yeast. S. cerevisiae tim23-1 growth, BacTiter-Glo luminescence, 24 h. inhibition, % at 20 µM. 330,000 compounds, 1.3% hits;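 active means growth inhibition of the mutant yeast at or above 50%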;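 further: temperature-sensitive mutant grown at 25 °C; plate controls were DMSO-treated mutant yeast for no effect and medium wells lacking yeast for full effect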
TIM10 inh = TIM10 yeast growth inhibition. S. cerevisiae TIM10 strain growth, BacTiter-Glo luminescence, 24 h. inhibition, % at 10 µM. 330,000 compounds, 1.4% hits. AID 463195;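 active means inhibition of 40% or more at the single tested concentration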;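 further: wild-type TIM10 isogenic control strain grown at permissive 25 °C; 0% = DMSO yeast wells and 100% = minimal medium wells without yeast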
XBP1 UPR activ = activators of adaptive arm of unfolded protein response (XBP1); CHO-XBP1 luciferase reporter, IRE1-XBP1 UPR activation, luminescence; percent of tunicamycin response, DMSO as zero; activation, % at 20 µM; 330,000 compounds, 0.33% hits; AID 463104;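 active means versus positive control, 20 µM dose yields 30% or more activation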;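 further: 100% = tunicamycin at 10 µg/mL and 0% = DMSO only wells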
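Test system: CHO-XBP1 luciferase reporter cells | Buffer or medium: Serum-containing F12 medium, 10% FBS | Schedule: 6 h compound exposure at 37 °C, 5% CO2 | Detection: Steady-Glo luciferase glow luminescence, 10 min after reagent addition | Read-out basis: Activation, % of tunicamycin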
APJ ag = activates the human apelin receptor APJ; P35414; CHO-K1 APJ PathHunter beta-arrestin, luminescence; 0% DMSO wells, 100% apelin; activation, % at 20 µM; 330,000 compounds, 0.11% hits; AID 2520;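 active means activation more than six SD over the plate average, tested at 20 µM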;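 further: 0% = DMSO alone and 100% = apelin-13 at 10 nM; some results filed as inactive read as strong as hits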
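Assay system – PathHunter CHO-K1 APJ (AGTRL-1) beta-arrestin reporter cells · Compound – one dose, 20 µM compound, 1% DMSO · Timing – compound 90 min 25 °C, reagent 1 h · Measured by – luminescence from split beta-galactosidase complementation, Galacton Star/Emerald II substrate · Measure – beta-arrestin recruitment to APJ as agonist activity, luminescent signal · Benchmarks – DMSO vs Apelin-13 10 nM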
Active calls of the source: *; & = joins results of further samples.

Below each compound: NALP3 yeast inh	tim10-1 inh	NR3A LBD binder	Mdm2-MdmX inh	UPR CHOP act	tim23-1 inh	TIM10 inh	XBP1 UPR activ	APJ ag
CCC(=O)Oc1ccc2c(C)cc(=O)oc2c1C
    18	26	-3	26	-1.1	30	18	0	-2
COc1cc(/C(C)=N/NC(=O)CSc2nc3ccccc3[nH]2)ccc1O
    -5	-6	0	19	-0.6	5	2	2	-2
CCOC(=O)c1[nH]c2ccccc2c1NC(=O)CN(C)C
    -7	-9	3	8	-3.0	-3	-11	-2	-7
O=C(O)CCn1c(SCc2cccc3ccccc23)nc2ccccc21
    23	14	-2	7	1.0	20	6	3	-4
COCCNS(=O)(=O)c1cccn1-c1ncc(C(F)(F)F)cc1Cl
    -9	10	0	-4	-3.1	5	-7	-3	-1
O=c1c2[nH]c3cccc(Cl)c3c2ncn1Cc1ccco1
    17	5	0	22	4.0	5	-15	-3	-4
COc1ccc2cc(C(=O)C3CCCN(C(=O)CCc4cnn(C)c4)C3)ccc2c1 (stereo not given)
    1	13	0	-74	4.0	5	-1	0	-4
CCOc1ccc(C(=O)NCC(=O)OCC(=O)c2ccc3c(c2)-c2ccccc2C3)cc1
    6	14	4	-9	-1.9	5	-12	-1	-6
COc1cccc(C2=NOC(C(=O)Nc3cc(OC)c(OC)c(OC)c3)C2)c1 (stereo not given)
    19	27	1	-9	-1.9	20	14	-2	-5
CSc1cccc(NC(=O)c2c(Cl)cnn2C)c1
    21	16	5	-15	3.7	19	13	-4	2
CC1CCN(CCC(=O)Nc2ccc3c(c2)CCC3)CC1
    11	-1	1	-37	-2.4	-31	-12	-2	-1
CN(CC(=O)Nc1ccc(Cl)cc1)C(=O)c1cccc(S(=O)(=O)N2CCN(Cc3ccccc3)CC2)c1
    14	13	1	39	5.0	3	-2	-5	13
COc1cc(CC(=O)OCC(=O)NCCc2ccc(S(N)(=O)=O)cc2)cc(OC)c1OC
    0	5	-4	-13	1.1	10	-4	-2	1
COCCCNC(=O)Cn1c(=O)n(Cc2ccccc2Cl)c(=O)c2cc(OC)c(OC)cc21
    13	1	-2	17	-2.0	8	-12	-2	-5
CCOC(=O)c1c(C)sc(Sc2ccc(Cl)cc2[N+](=O)[O-])c1OC
    28	5	0	28	0.5	16	-11	-4	-1
CSc1cc(-c2ccc(Cl)cc2)n(Cc2ccccc2)c(=O)c1C#N
    2	-15	1	98*	44*	-19	-36	32*	0
Fc1ccc(-c2nnc(CSc3nnc(-c4ccc5c(c4)OCO5)o3)o2)cc1
    3	14	-1	-8	1.3	-2	-23	2	1
Cc1ccc2c(c1)N(CC(=O)NCCC1=CCCCC1)C(=O)c1cccnc1O2
    6	15	-2	-32	0.5	19	1	-2	0
CC(=O)NC(Cc1ccc(C)cc1)C(=O)NC1CCN(c2ncccc2[N+](=O)[O-])CC1 (stereo not given)
    7	14	-2	-10	-0.2	1	6	-2	1
CN(C(=O)c1cccc(NC(=O)Cc2ccccc2)c1)c1ccccc1
    12	19	-1	10	2.5	27	6	-1	-1

An excerpt from above with just NALP3 yeast inh, tim23-1 inh and UPR CHOP act.
SMILES | NALP3 yeast inh | tim23-1 inh | UPR CHOP act
CCC(=O)Oc1ccc2c(C)cc(=O)oc2c1C | 18 | 30 | -1.1
COc1cc(/C(C)=N/NC(=O)CSc2nc3ccccc3[nH]2)ccc1O | -5 | 5 | -0.6

Continuation:
Below each compound: NALP3 yeast inh	tim10-1 inh	NR3A LBD binder	Mdm2-MdmX inh	UPR CHOP act	tim23-1 inh	TIM10 inh	XBP1 UPR activ	APJ ag
CCCCn1c(N)c(N(Cc2ccccc2)C(=O)COc2ccccc2F)c(=O)[nH]c1=O
    13	0	3	-5	2.3	9	-4	1	-6
CCC(=O)N1CCc2cc(S(=O)(=O)NCCC(=O)Nc3cc(C)cc(C)c3)ccc21
    15	13	1	16	-0.2	2	-12	0	4
COc1cccc(C(=O)NCc2cn3ccsc3n2)c1
    1	7	-3	-7	0.8	13	-1	2	5
O=C(CNCCO)Nc1ccc(F)c(Cl)c1
    -9	3	0	14	0.1	-12	2	0	0
CC(C)NC(=O)NC(=O)CSc1ncc(C(F)(F)F)cc1Cl
    -10	16	-3	-12	0.9	25	17	1	-3
Cn1c(=O)[nH]c(=O)c2c1nc(CN1CCN(c3cccc(Cl)c3)CC1)n2CCN1CCOCC1
    1	7	0	10	0.3	-1	13	-2	-6
Cn1c(=O)[nH]c(NC2CCCCC2)c([N+](=O)[O-])c1=O
    4	1	-5	-37	0.0	11	-1	1	-2
c1cnc(N2CCN(Cc3ccc4c(c3)OCO4)CC2)nc1
    8&15	3&-5	3&-2	12&10	-0.4&0.3	14&3	8&10	2&-6	-3&4
CSCc1nnc(NC(=O)c2ccc(S(=O)(=O)N3CCCCC3C)cc2)o1 (stereo not given)
    12	-8	-3	33	1.1	0	1	-3	-2
CCCCOc1ccc(OCCNC(=O)C2CCCN2C(=O)Nc2ccccc2)cc1 (stereo not given)
    18	-1	-11	13	33	17	-31	-1	1
CC(=O)Nc1ccc(NC(=O)C(C)OC(=O)c2cccs2)cc1 (stereo not given)
    17	-3	0	16	0.1	-2	6	-1	-1
COc1ccccc1-c1ccc(=O)n(CC(=O)NC2CCc3ccccc32)n1 (stereo not given)
    -7	19	0	15	-0.6	2	-13	0	0
CCCSc1nnc(-c2cnn(-c3ccccc3)c2-n2cccc2)n1C
    6	16	-1	1	1.8	42	2	-5	0
Clc1ccc(-n2ncc3c(NCc4ccco4)ncnc32)cc1
    16	23	-3	-78	-0.2	16	13	6	-2
COc1cc(NS(=O)(=O)c2ccc(N/C=C\C(=O)c3ccc(OC)c(OC)c3)cc2)nc(OC)n1
    15	2	2	24	0.6	16	7	-1	0
CCCc1cc(=O)[nH]c(SCC(=O)Nc2cc(S(=O)(=O)N3CCOCC3)ccc2N(CC)CC)n1
    16	9	-1	-18	-0.9	8	8	-4	-3
COC(=O)c1cccc(NC(=O)CSc2nnc(COc3ccccc3)n2C)c1
    19	15	-1	-11	1.4	8	-6	-1	-2
COc1ccc(CNC(=O)C2CCN(c3nnc(N4CCCC4=O)s3)CC2)cc1
    7	-8	-1	26	-1.3	-11	4	-2	-1
CC(=O)Nc1nc(C)c(-c2csc(Nc3cccc([N+](=O)[O-])c3)n2)s1
    2	21	1	90*	4.1	6	19	3	-2
O=C(NCc1ccc(Cl)s1)c1cc(COc2c(F)cccc2F)on1
    22	1	-6	12	-1.4	8	-13	-4	-2
Cc1ccc(C)c(C2=CSC3=NS(=O)(=O)CCN23)c1
    17	-3	1	19	-1.4	-11	4	0	1
Cc1ccc(S(=O)(=O)Nc2ncccn2)cc1
    16	-5	0	12	1.2	9	6	-5	-1
CCCNC(=O)COc1coc(CN2CCN(c3ccccc3F)CC2)cc1=O
    10	-1	-5	19	-3.5	-6	2	-4	-2
CC(=O)c1ccc(NC(=O)CN2C(=O)COc3ccc(S(=O)(=O)N4CCCC4)cc32)cc1
    14	-5	-3	8	1.5	-4	0	-4	-6
NC(=S)N/N=C/c1cn(CCC(=O)O)nc1-c1cccc(Br)c1
    10	-8	0	-17	0.3	8	-17	-1	-2
COc1cc(NC(=O)CN2C(=O)NC(C)(c3ccccc3)C2=O)c(C)cc1[N+](=O)[O-] (stereo not given)
    -17	9	-2	17	-0.5	5	6	-2	1
CCCn1c(=N)n(CC(=O)c2ccc(Cl)cc2)c2ccccc21
    27	3	-1	6	0.3	6	-10	-3	0
O=C(CN1CCCC1)Nc1ccc(Oc2ccc(NC(=O)CN3CCCC3)cc2)cc1
    12	7	-4	56*	2.3	0	-20	-2	-3
COc1ccc(C(=O)NCc2nnc(SCC(=O)Nc3cc(Cl)ccc3OC)o2)cc1
    -5	17	2	20	0.7	15	12	-2	3
CCOC(=O)CC1C(=O)NCCN1C(=O)c1sc2ccccc2c1Cl (stereo not given)
    8	6	-1	8	-1.4	5	-6	0	-1
CC(C)CN1CN(Cc2ccco2)CNC1=S
    3	-1	-1	-24	4.5	-4	5	0	-1
O=C(Nc1ccncc1)c1ccc(NS(=O)(=O)c2cccc(F)c2)cc1
    9	-1	-18	21	0.4	10	-6	-3	0
COc1ccc(S(=O)(=O)Nc2cc(C)cc(C)n2)c2ccccc12
    25	6	-1	-1	1.6	32	20	-1	7
CCc1ccc(NC(=O)c2c(C(=O)Nc3ccccc3)sc3nc(C)cc(=O)n23)cc1
    13	0	-1	1	2.7	9	5	-2	-3
CN(C(=O)CSC(=O)c1ccccc1)c1ccccc1
    12	29	-2	-10	2.6	29	3	-2	-7
Cn1cnnc1SCC(=O)Nc1cc(C(F)(F)F)ccc1N1CCOCC1
    3	-3	0	18	1.8	2	2	-2	-2
Cc1ccc(NC(=O)Cn2nc(-c3ccccc3Cl)ccc2=O)c(Br)c1
    12	31	-1	-36	-1.1	35	13	-2	0
Cc1cc(C)n(CC(O)CN(c2ccccc2)S(=O)(=O)c2ccccc2)n1 (stereo not given)
    18	16	0	22	0.1	12	-5	-2	-2
CC(Sc1nnc(COc2ccc(Cl)cc2)o1)C(=O)Nc1ccc(N2CCOCC2)cc1 (stereo not given)
    10	-12	2	28	0.0	-4	-1	1	1

Screens deposited in PubChem by Sanford-Burnham Center for Chemical Genomics.
